bIAP act = intestinal alkaline phosphatase (bovine) activation. purified bovine IAP, CDP-star luminescence, 30 min; active compounds read high; fold of DMSO-control signal, blank-subtracted. AID 1016. 200,000 tested, 0.17% active. activation factor at 20 µM;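 active means activation factor of 2 or more at 20 µM, a signal rise over negative controls twice the positive control's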
HMGR II inh = blocks class II HMG-CoA reductase of Enterococcus faecalis; purified E. faecalis HMGR, NADPH absorbance 340 nm kinetic; 190,000 tested, 0.41% active; inhibition, % at 10 µM;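 active means inhibition above a set limit, the median over all tested compounds plus 3 SD, cut at about 9.5% in these data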;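 further: enzyme runs in reverse so mevalonate oxidation gives rising NADPH absorbance; 0% = complete reaction with DMSO and 100% = background rate lacking mevalonate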
SRC2 TRFRET art = flags TR-FRET format artefacts in PPARgamma SRC-2 recruitment agonist screen. TR-FRET ratio at 8 µM. 200,000 tested, 0.4% active. TR-FRET artefact counter-screen; active compounds read high; in the data active means TR-FRET ratio above about 2000; further: inactives centre near 1500
PPARg SRC-1 ag = promotes SRC-1 coactivator recruitment by human PPARgamma. PPARgamma-SRC-1 coactivator recruitment biochemical assay. activation, % at 8 µM. 200,000 tested, 0.41% active. AID 631; in the data active means activation above about 19%;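 further: 0% = DMSO and 100% = reference agonist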
Target sequence (P37231 whole entry, looked up): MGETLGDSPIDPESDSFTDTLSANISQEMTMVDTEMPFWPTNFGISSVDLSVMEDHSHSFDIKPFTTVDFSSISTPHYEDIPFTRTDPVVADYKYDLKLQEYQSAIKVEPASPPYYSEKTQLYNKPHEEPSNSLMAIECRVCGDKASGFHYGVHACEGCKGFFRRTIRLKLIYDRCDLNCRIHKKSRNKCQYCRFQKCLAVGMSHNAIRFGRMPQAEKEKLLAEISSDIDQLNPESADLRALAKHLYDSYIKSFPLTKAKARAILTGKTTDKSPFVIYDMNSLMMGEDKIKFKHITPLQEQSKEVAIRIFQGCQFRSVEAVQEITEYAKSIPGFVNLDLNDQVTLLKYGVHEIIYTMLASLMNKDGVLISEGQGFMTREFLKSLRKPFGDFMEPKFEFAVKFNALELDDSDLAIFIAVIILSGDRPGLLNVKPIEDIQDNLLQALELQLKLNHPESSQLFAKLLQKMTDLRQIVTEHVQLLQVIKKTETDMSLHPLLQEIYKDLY
TNAP act hiacc = increases human TNAP activity under high phosphate acceptor concentration | P05186 | purified TNAP, CDP-star luminescence, 1 M DEA, 30 min; active compounds read high; 0 = EDTA background, 1 = DMSO-only activity | activation factor at 20 µM | 200,000 tested, under 10 active | AID 1136;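 active means activation factor at least 2 at 20 µM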
Target sequence (P05186 whole entry, looked up): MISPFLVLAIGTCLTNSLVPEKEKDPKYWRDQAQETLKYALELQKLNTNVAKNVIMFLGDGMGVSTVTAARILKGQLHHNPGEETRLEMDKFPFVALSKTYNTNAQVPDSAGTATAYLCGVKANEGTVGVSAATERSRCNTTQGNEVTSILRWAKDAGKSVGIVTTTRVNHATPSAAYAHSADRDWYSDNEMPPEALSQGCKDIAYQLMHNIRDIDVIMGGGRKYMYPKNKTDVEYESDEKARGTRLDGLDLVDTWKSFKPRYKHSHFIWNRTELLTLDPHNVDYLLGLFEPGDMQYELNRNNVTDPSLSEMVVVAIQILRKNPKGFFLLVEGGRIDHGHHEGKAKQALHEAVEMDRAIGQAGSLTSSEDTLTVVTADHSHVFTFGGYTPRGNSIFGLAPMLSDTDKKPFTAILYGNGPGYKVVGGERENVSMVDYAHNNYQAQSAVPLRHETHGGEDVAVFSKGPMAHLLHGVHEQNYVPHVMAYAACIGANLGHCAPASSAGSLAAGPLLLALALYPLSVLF
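system = human TNAP | amount = enzyme diluted 1/800 final | reagent = 100 µM CDP-star substrate | signal = luminescent substrate turnover signal | dosing = one dose, 20 µM | benchmarks = EDTA negative control, DMSO positive control | measure = activation factor | timing = 30 min reaction, room temperature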
TNAP inh hiacc = inhibitors of human TNAP at high phosphate acceptor concentration | inhibition, % at 20 µM | purified TNAP, CDP-star luminescence, 1 M DEA | 200,000 tested, 0.03% active;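 active means over 50% inhibition of tissue-nonspecific alkaline phosphatase at 20 µM in the single-dose screen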;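 further: plate controls were DMSO wells for no effect and EDTA-quenched wells as full inhibition for full effect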
PPARg SRC-3 ag = PPARgamma-driven SRC-3 recruitment agonism. biochemical PPARgamma/SRC-3 coactivator recruitment assay. 200,000 tested, 0.26% active. activation, % at 8 µM. AID 731. P37231; in the data active means activation above about 23%;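 further: 0% = DMSO and 100% = reference agonist; some compounds past the cut are filed as inactive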
bIAP inhibitor = intestinal alkaline phosphatase (bovine) inhibition; inhibition, % at 20 µM; purified bovine IAP, CDP-star luminescence, 30 min; 190,000 tested, under 10 active;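 active means over 50% inhibition of intestinal alkaline phosphatase at 20 µM in the single-dose screen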
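System: Purified bovine intestinal alkaline phosphatase (IAP) enzyme | Input: IAP diluted 1/65,000,000 in the well | Also added: CDP-star chemiluminescent phosphatase substrate, 30 µM final | Dosing: 20 µM single dose | Times: Enzyme reaction for 30 min at room temperature | Detection: Luminescence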
PPARg SRC-2 ag = promotes SRC-2 coactivator recruitment by human PPARgamma. PPARgamma LBD-SRC-2 recruitment, biochemical. activation, % at 8 µM. 200,000 tested, 0.34% active; in the data active means activation above about 22%;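 further: 0% = vehicle and 100% = reference agonist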
TNAP inh noacc = blocks human TNAP activity with no phosphate acceptor present; P05186; purified TNAP, CDP-star luminescence, 30 min; inhibition, % at 20 µM; 200,000 tested, 0.26% active; AID 1012;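 active means tissue-nonspecific alkaline phosphatase inhibition above about 50% at 20 µM in the single-dose screen, limit read from the data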;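 further: 0% = DMSO negative control and 100% = EDTA positive control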
* hit, by the source's call; . = not tested or not shown.

#	SMILES	PPARg SRC-3 ag	TNAP inh noacc	PPARg SRC-2 ag	bIAP act	bIAP inhibitor	HMGR II inh	TNAP inh hiacc	PPARg SRC-1 ag	TNAP act hiacc	SRC2 TRFRET art
1	CCn1nnnc1SCC(=O)N1CCOCC1	-1	-8	2	0.8	18	5	-7	2	1.1	1722
2	CC1=CN2C(=N)/C(=C/c3ccco3)C(=O)N=C2S1	2	14	3	0.4	.	1	9	5	0.9	1650
3	CCOc1ccc(N/C(SC)=C(/C#N)C(N)=O)cc1	-6	-7	-5	0.9	12	0	2	-3	1	1446
4	C=CCNCC(=O)Nc1ccccc1SCC(=O)Nc1ccsc1C(=O)OC	-2	-7	-6	1	4	0	-6	0	1.1	1522
5	Cc1cc(SC(C)C(=O)NCC(=O)Nc2ccc(F)c(F)c2F)nc2ccccc12 (stereo not drawn)	2	-10	2	0.9	5	-9	0	-6	1	1365
6	COC(=O)CC(N)c1ccc(OC)c2ccccc12 (stereo not drawn)	-9	-6	7	0.8	16	-3	-1	3	1	1491
7	CCN(CCn1cccn1)C(=O)CCc1nnc(C2(c3ccc(Cl)cc3)CCC2)o1	-1	-4	5	0.9	5	2	0	-2	1	1658
8	O=C(O)CCC(=O)NNC(=O)c1ccc(Br)cc1	-1	-11	0	1.1	-6	-15	-6	-3	1.1	1660
9	CCCCC1(C)NC(=O)N(CC(=O)Nc2ccc(S(=O)(=O)N3CCOCC3)cc2)C1=O (stereo not drawn)	13	-9	11	1	-4	0	-3	-4	1	1705
10	Cc1c(NC(=O)CS(=O)(=O)c2ccccc2)c(=O)n(-c2ccccc2)n1C	-7	-14	4	1.1	-6	3	-5	-3	1	1424
11	C=CCOc1ccc(/C=N/NC(=O)CN2CCOCC2)cc1OCC	0	-13	-6	1.1	-7	-5	-2	-4	1	1535
12	NNC(=O)c1cc2c(N3CCC(Cc4ccccc4)CC3)ncnc2s1	2	-13	7	1.2	-23	4	2	10	1	1544
13	CCOC(=O)c1ccc(S(=O)(=O)N2CCN(CCC#N)CC2)cc1	1	-4	3	1	2	-10	-4	9	1	1530
14	O=C(CSc1nccn1-c1ccc(Cl)cc1)NCc1ccc2c(c1)OCO2	-9	-7	9	1	-1	-1	-2	3	1	1683
15	CSc1nc(C)cc(SCC(=O)Nc2ccccc2)n1	-3	-3	6	0.9	11	-6	-1	5	1	1528
16	CCSc1nnc(NC(=O)c2csc(C)c2)s1	6	-4	0	0.9	10	-6	-2	2	1	1434
17	CCCOC(=O)c1ccc(-n2nnnc2SCC(=O)N2CCCCC2)cc1	-8	-13	7	1	2	-3	-5	2	1.1	1732
18	CC(C)(C)OC(=O)NCCCCCNC(=O)c1[nH]cnc1C(=O)N[C@@H](Cc1ccccc1)C(=O)OCc1ccccc1	0	-14	1	1	-2	-2	-6	-1	1.1	1439
19	Cc1cccc(C(=O)Nc2ccccc2-c2nnn(CC(=O)Nc3ccc4c(c3)OCCO4)n2)c1	-8	-9	-1	0.9	13	1	-8	-8	1.1	1514
20	CCOC(=O)C(NC(=O)c1cccc(Cl)c1)(Nc1sc2c(c1C(N)=O)CCC2)C(F)(F)F (stereo not drawn)	2	-15	-5	1	0	1	-3	-2	1	1465

From entry 1 up to 3, as listed above:
#	SMILES	PPARg SRC-3 ag	TNAP inh noacc	PPARg SRC-2 ag	bIAP act	bIAP inhibitor	HMGR II inh	TNAP inh hiacc	PPARg SRC-1 ag	TNAP act hiacc	SRC2 TRFRET art
1	CCn1nnnc1SCC(=O)N1CCOCC1	-1	-8	2	0.8	18	5	-7	2	1.1	1722
2	CC1=CN2C(=N)/C(=C/c3ccco3)C(=O)N=C2S1	2	14	3	0.4	.	1	9	5	0.9	1650
3	CCOc1ccc(N/C(SC)=C(/C#N)C(N)=O)cc1	-6	-7	-5	0.9	12	0	2	-3	1	1446

Next part
#	SMILES	PPARg SRC-3 ag	TNAP inh noacc	PPARg SRC-2 ag	bIAP act	bIAP inhibitor	HMGR II inh	TNAP inh hiacc	PPARg SRC-1 ag	TNAP act hiacc	SRC2 TRFRET art
21	Cc1cccc(NC(=S)NC2CCN(Cc3ccccc3)CC2)c1C	4	-11	3	1	1	-5	0	4	1	1556
22	CSCC(=O)N1CCCC(CO)(Cc2ccccc2C)C1 (stereo not drawn)	-3	-9	-2	1	-2	-5	-3	-3	1	1525
23	COc1ccc(-c2onc3ccc(Br)cc23)cc1	7	1	1	0.9	7	-9	0	9	1	1680
24	O=C(O)c1ccc(/C=N/NC(=S)NCc2ccccc2)cc1	4	-6	3	0.9	10	-1	-6	9	1.1	1714
25	C=CCOC(=O)C(C#N)c1nc2ccccc2nc1N1CCCC1 (stereo not drawn)	4	-2	12	0.9	7	0	2	10	1	1621
26	COc1ccc(N2CCN(CC(O)COc3ccc([N+](=O)[O-])cc3)CC2)cc1 (stereo not drawn)	-1	-6	5	1.1	-12	-2	0	11	1	1618
27	COc1cccc(C(=O)N2CCN(Cc3cccc(F)c3)CC2)c1	8	-2	10	1.1	-9	1	1	-1	1	1545
28	CCOC(=O)c1cccc(NC(=O)CSc2nnc(CNc3ccc(C)cc3)n2CC)c1	-5	-3	-4	1	4	-1	-10	6	1.1	1363
29	COc1ccc(C2CCCN2C(=O)c2cccs2)cc1 (stereo not drawn)	5	1	0	1	4	0	-7	-5	1.1	1472
30	Nc1cc(-c2ccc(Br)cc2)[nH]n1	5	26	1	0.9	8	1	7	6	0.9	1661
31	COc1ccc(Cc2c(O)nc(SCC(=O)N3CCCCCC3)[nH]c2=O)cc1	-20	-8	-2	1	4	-4	2	0	1	1522
32	Cc1ccc(-n2c(C)cc(/C=C(\C#N)C(=O)NCC3CCCO3)c2C)cc1 (stereo not drawn)	-3	-6	10	1	4	0	-2	5	1	1755
33	COC(=O)C1=C(C)N(CCCC(=O)O)C(=O)NC1c1ccc(-c2ccccc2)cc1 (stereo not drawn)	-3	-6	-3	0.9	6	-1	-1	6	1	1500
34	CCOc1ccc(NC(=S)N2CCCN(Cc3cc(C)ccc3C)C2)cc1	-5	-16	4	1	-3	-2	-5	0	1	1484
35	O=C(N/C(=C/c1cccnc1)C(=O)N1CCOCC1)c1ccccc1Br	3	-6	-6	0.9	13	3	3	-2	1	1429
36	Cc1ccccc1-c1nc(CS(=O)(=O)CC(=O)N2CCc3ccccc3C2)c(C)o1	-3	-7	-3	1	-1	0	1	-4	1	1428
37	COC(=O)/C(=C/c1ccco1)NC(=O)c1ccco1	1	-18	-13	0.9	11	-4	-4	-2	1	1413
38	Cc1ccc(S(=O)(=O)C(C)C(=O)NCCS(=O)(=O)c2ccc(Cl)cc2)cc1 (stereo not drawn)	4	-8	6	1.2	-16	-6	-4	2	1	1698
39	O=C(NCc1ccc2c(c1)OCO2)C1CCCN(S(=O)(=O)c2cccs2)C1 (stereo not drawn)	5	-9	-9	0.8	19	-7	6	6	0.9	1515
40	COC(=O)c1sc(NC(=O)c2cccc([N+](=O)[O-])c2)c(C(N)=O)c1C	-2	-7	4	1	-2	-4	-4	8	1	1569
41	Cc1ccc(C(NC(=O)/C=C\c2ccc3c(c2)OCO3)C(=O)Nc2ccc3c(c2)OCO3)cc1 (stereo not drawn)	5	-8	8	0.9	9	-3	-2	0	1	1487
42	O=C(CCS(=O)(=O)c1ccccc1)Nc1ccc(N2CCOCC2)cc1	3	-12	-2	1	-1	-8	-5	-2	1	1420
43	O=C1Nc2ccccc2N(O)N1c1cc(-c2ccccc2Cl)no1	-4	-16	2	0.9	6	-1	3	-1	1	1344
44	O=C(Nc1nccs1)C1CCCN1S(=O)(=O)c1cccc2cccnc12 (stereo not drawn)	-7	4	-2	0.9	14	4	-7	1	1.1	1463
45	COc1cc(/C=c2\sc3nc(=O)c(-c4ccccc4)nn3c2=O)ccc1OCCC(C)C	-1	-9	6	0.8	22	-2	5	4	1	1630
46	COc1ccc(-c2cc(C(F)F)n3ncc(C(=O)N4CCSCC4)c3n2)cc1	16	-6	13	1	-5	-3	0	6	1	1788
47	O=C(NCc1ccco1)C(=O)NCC1OCCCN1S(=O)(=O)c1ccccc1 (stereo not drawn)	5	-5	-2	1	0	-1	-4	3	1	1572
48	O=C(/C=C/c1ccc2c(c1)OCO2)c1ccc[nH]1	3	-7	7	0.9	7	0	-4	4	1	1604
49	CCCn1c(NCc2cccs2)nc2ccccc21	-7	-14	1	0.9	9	-2	-4	1	1	1558
50	Cc1cccc(-n2nc(C(=O)c3ccco3)cc(-c3nc4ccccc4[nH]3)c2=N)c1	3	0	-3	1	-3	-2	2	-3	1	1686
51	Clc1ccc(C2CC(c3cccs3)n3ncnc3N2)c(Cl)c1 (stereo not drawn)	3	-4	8	0.9	8	-2	-6	5	1.1	1583
52	O=C(Nc1c2c(nn1-c1ccccc1)CS(=O)C2)c1ccc(S(=O)(=O)N2CCOCC2)cc1 (stereo not drawn)	1	-7	0	1.1	-8	-8	-2	9	1	1677
53	Cc1cccc2c1CC(C)(C)N=C2C1=C(O)CCCC1=O	2	-10	-3	1	-1	-3	-6	0	1.1	1436
54	O=C(Nc1cccc([N+](=O)[O-])c1)N1CCN(c2ccccc2)CC1	5	-4	4	1.1	-8	-5	-2	-1	1	1720
55	COc1ccc(Br)cc1C(=O)Nc1ccccc1N1CCN(C(=O)c2ccccc2)CC1	-2	1	3	1.1	-9	-4	-4	3	1	1472
56	O=C(CSc1nnc(-c2ccccc2)o1)c1nnc(-c2ccccc2)o1	5	7	13	1	2	-3	6	9	0.9	1744
57	COc1cccc(NC(=O)CCNS(=O)(=O)c2cccc3nsnc23)c1	2	-15	-4	0.9	12	-8	-5	-7	1.1	1361
58	CCCCCCSC1=C(C#N)C(c2ccc(C)o2)CC(=O)N1 (stereo not drawn)	4	-4	2	0.9	13	-2	-1	7	1	1759
59	Cc1ccc(CNc2nc3c([nH]2)c(=O)n(C)c(=O)n3C)cc1	10	-3	10	1	3	3	2	8	1	1378
60	Cc1ccc(C(=O)NCc2nnc(SCC(=O)Nc3ccccc3)n2C)cc1	4	-6	-6	0.4	.	-2	2	-3	1	1545
61	COc1ccc(Cl)cc1Nc1nc(N)nc(C(F)(F)F)n1	8	-9	-5	1	-2	2	-6	3	1.1	1503
62	COC(=O)c1ccc(Oc2ccc(C(F)(F)F)cn2)cc1	4	-12	11	1	-5	0	-6	6	1.1	1727
63	CCOC(=O)N1CCN(c2cc(=O)n(-c3ccc(OC)cc3)c(=O)[nH]2)CC1	0	-9	10	0.9	7	-7	-2	5	1	1539
64	O=C(Cn1nnc(-c2ccncc2)n1)NCCc1ccccc1	-5	1	9	1	-3	-2	8	5	0.9	1571
65	COC(=O)c1cn(NC(=O)c2ccc(OC)c([N+](=O)[O-])c2)c(=O)c2ccccc12	1	-13	7	1.3	-27	-3	-1	11	1	1754
66	COc1ccc2[nH]c3c(N4CCN(Cc5ccc6c(c5)OCO6)CC4)ncnc3c2c1	-5	-19	-3	1.2	-22	-3	-8	1	1.1	1576
67	Cc1c(Cl)cccc1-n1c(-c2cccnc2)n[nH]c1=S	8	2	3	1	2	-1	1	2	1	1564
68	CCCn1c(SCC(=O)N2CCCC2)nc2c1c(=O)n(C)c(=O)n2C	-4	-16	2	1	4	-9	-5	-5	1.1	1612

Screens from PubChem.

Compounds as they come; 1.6% or so of the library scored in one or more.
